Screening data from PubChem BioAssay.
PMI act satM6P = human PMI activators, high substrate, primary screen, biochemical, fluorescence intensity, near-saturating mannose 6-phosphate; Mannose-6-phosphate isomerase (Homo sapiens), P34949; coupled PMI enzyme assay, resazurin fluorescence, 20 min; hits give high values; 1 = untreated enzyme, 0 = substrate-free blank; activation factor at 20 µM; 0.34% of 190,000 active; AID 1216, 2008;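 active = activation factor of 2 or more at 20 µM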
Target sequence (P34949 whole entry, looked up): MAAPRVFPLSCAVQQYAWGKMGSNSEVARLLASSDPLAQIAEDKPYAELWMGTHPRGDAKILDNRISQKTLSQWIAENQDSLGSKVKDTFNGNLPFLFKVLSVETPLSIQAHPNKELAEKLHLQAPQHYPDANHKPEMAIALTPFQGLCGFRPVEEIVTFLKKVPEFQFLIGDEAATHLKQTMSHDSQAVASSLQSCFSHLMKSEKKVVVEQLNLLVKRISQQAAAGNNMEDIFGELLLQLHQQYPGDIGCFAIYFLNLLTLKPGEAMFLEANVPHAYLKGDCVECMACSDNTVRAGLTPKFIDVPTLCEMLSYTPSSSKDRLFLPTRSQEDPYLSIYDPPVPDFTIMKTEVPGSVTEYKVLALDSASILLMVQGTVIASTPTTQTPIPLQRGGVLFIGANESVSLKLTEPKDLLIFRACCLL
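Test system: human phosphomannose isomerase with PGI, G6PDH, diaphorase coupling enzymes; amount: 15 ng/mL PMI; incubation: enzyme reaction with compound 20 min at room temperature; technique: resorufin fluorescence (Ex 544/Em 590 nm) from resazurin via diaphorase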
APP 5'UTR act = activators of APP 5'UTR luciferase reporter, primary screen, SH-SY5Y cells; SH-SY5Y APP 5'UTR luciferase reporter, luminescence; zero percent = DMSO vehicle wells; activation, % at 2 µM; 1% of 190,000 active;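 active = activation above a set limit, based on mean plus 3 SD of controls, cut at about 140% in these data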; also: values of inactives mirror those of a sister screen read the other way
NF-kB expr up = activators of NF-kB expression in neurons, primary screen, cell-based, HTS; human neuronal cells, NF-kB reporter expression; hits give high values; fold change at 12.5 µM; 1.6% of 190,000 active; AID 1239, 2008; in the data active = fold change above about 3.3
TNAP act hi DEA = TNAP activators at high phosphate acceptor level, primary screen, biochemical, luminescence, uHTS; Alkaline phosphatase, tissue-nonspecific isozyme (Homo sapiens), P05186; purified TNAP, CDP-star luminescence, 1 M DEA, 30 min; hits give high values; 0 = EDTA background, 1 = DMSO-only activity; activation factor at 20 µM; 200,000 tested, under 10 active;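 active = activation factor at least 2 at 20 µM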
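Measured by: Luminescent substrate turnover signal | Test system: Human TNAP | Input: TNAP 1/800 final | Dosing: 20 µM single point | Schedule: 30 min, room temperature | Controls: EDTA wells as negative control, DMSO wells as positive control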
FLuc act counter = FLuc activators, initial screening, artefact control for FLuc-dependent activation tests, biochemical, ATPlite luminescence | ATPlite luciferase biochemical, 10 min; 0 = ATP-free wells, 1 = DMSO control | activation factor at 10 µM | 200,000 tested, under 10 active | AID 1027, 2008;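 active = luciferase activation factor, scaled between plate controls, of at least 2 with compound at 10 µM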
Target sequence (P08659 whole entry, looked up): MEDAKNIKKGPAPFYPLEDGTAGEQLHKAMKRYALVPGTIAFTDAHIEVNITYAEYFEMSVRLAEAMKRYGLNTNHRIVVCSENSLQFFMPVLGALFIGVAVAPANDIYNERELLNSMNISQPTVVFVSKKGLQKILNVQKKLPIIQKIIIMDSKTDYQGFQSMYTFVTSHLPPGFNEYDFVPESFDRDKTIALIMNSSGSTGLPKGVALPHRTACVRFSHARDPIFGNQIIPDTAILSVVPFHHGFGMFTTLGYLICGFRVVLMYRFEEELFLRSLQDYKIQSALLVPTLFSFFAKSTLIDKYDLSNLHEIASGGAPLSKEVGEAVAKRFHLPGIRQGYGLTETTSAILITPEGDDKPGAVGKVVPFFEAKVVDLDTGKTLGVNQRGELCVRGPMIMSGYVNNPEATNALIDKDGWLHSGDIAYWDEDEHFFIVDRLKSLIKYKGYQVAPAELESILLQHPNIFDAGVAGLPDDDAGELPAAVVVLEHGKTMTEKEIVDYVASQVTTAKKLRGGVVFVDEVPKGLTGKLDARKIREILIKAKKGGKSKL
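System: luciferase plus luciferin reagent, cell-free; medium: PBS as buffer for the ATP substrate; dosing: test compounds dosed from 2 mM stocks in 100% DMSO; timing: 10 min post-reagent at room temperature; measured by: luminescence measurement of luciferase light output; evaluation: luciferase activation, seen as luminescence increase over controls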
TNAP inh hiacc = human TNAP enzyme inhibitors, primary screen, biochemical, luminescent, high phosphate acceptor level, uHTS | Alkaline phosphatase, tissue-nonspecific isozyme (Homo sapiens), P05186 | purified TNAP, CDP-star luminescence, 1 M DEA | inhibition, % at 20 µM | 0.03% of 200,000 active | AID 1135, 2008;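 active = over 50% inhibition of tissue-nonspecific alkaline phosphatase at 20 µM in the single-dose screen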;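 also: plate controls were DMSO wells for no effect and EDTA-quenched wells as full inhibition for full effect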
TNAP inh noacc = human TNAP enzyme inhibitors, primary screen, biochemical, luminescent, no phosphate acceptor, uHTS; 0.26% of 200,000 active; purified TNAP, CDP-star luminescence, 30 min; AID 1012, 2008; inhibition, % at 20 µM; Alkaline phosphatase, tissue-nonspecific isozyme (Homo sapiens), P05186;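 active = tissue-nonspecific alkaline phosphatase inhibition above about 50% at 20 µM in the single-dose screen, limit read from the data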;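 also: 0% = DMSO negative control and 100% = EDTA positive control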
FLuc inhib CS = firefly luciferase enzyme inhibitors, primary screen, artefact control for luciferase-based inhibitor screens, biochemical, luminescence, ATPLite; 10 min; inhibition, % at 10 µM; 1.5% of 200,000 active;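 active = inhibition above about 50% when tested at 10 µM, limit read from the data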
PMI activator = activators of human PMI, primary screen, biochemical, fluorescence intensity, near-Km mannose 6-phosphate | 0.005% of 190,000 active | Mannose-6-phosphate isomerase (Homo sapiens), P34949 | purified human PMI, coupled resazurin fluorescence, 20 min; hits give high values; 1 = vehicle control, 0 substrate-free wells | AID 1214, 2008 | activation factor at 20 µM;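 active = activation factor of 2 or more at 20 µM, relative to plate controls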
bIAP activator = bovine intestinal alkaline phosphatase activators, primary screen, biochemical, bovine IAP, CDP-star luminescence; alkaline phosphatase, intestinal [Bos taurus]; purified bovine IAP, 30 min; hits give high values; fold of DMSO-control signal, blank-subtracted; activation factor at 20 µM; 0.17% of 200,000 active; AID 1016, 2008;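 active = activation factor of 2 or more at 20 µM, a signal rise over negative controls twice the positive control's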
* marks the source's active call; other numbers are inactive results.

COc1cccc(CN2CCN(Cc3nc(-c4cccs4)oc3C)CC2CCO)c1 (stereo not given) was read as PMI act satM6P 0.9, APP 5'UTR act -1.2, NF-kB expr up 0.94, TNAP act hi DEA 1, FLuc act counter 1.1, TNAP inh hiacc -3.6, TNAP inh noacc -9.2, FLuc inhib CS -10.2, PMI activator 0.9 and bIAP activator 1.
CCCCNC(=O)COC(=O)CNC(=O)c1cc(Cl)cc([N+](=O)[O-])c1 was read as PMI act satM6P 0.9, APP 5'UTR act -15.4, NF-kB expr up 1, TNAP act hi DEA 1, FLuc act counter 1, TNAP inh hiacc -0.8, TNAP inh noacc -5.0, FLuc inhib CS -3.2, PMI activator 1 and bIAP activator 0.9.
Screening CCOC(=O)C1(Cc2cccc(Cl)c2)CCCN(C(=O)C2CC2)C1 (stereo not given) returned PMI act satM6P 0.9, APP 5'UTR act 17.1, NF-kB expr up 1.2, TNAP act hi DEA 1.1, FLuc act counter 1.1, TNAP inh hiacc -7.5, TNAP inh noacc -6.9, FLuc inhib CS -9.3, PMI activator 0.9 and bIAP activator 1.2.
For O=C(c1ccccc1)c1cc2ccccc2o1 the results were PMI act satM6P 1.1, APP 5'UTR act 47.0, NF-kB expr up 2.16, TNAP act hi DEA 1, FLuc act counter 0.9, TNAP inh hiacc -4.3, TNAP inh noacc -7.9, FLuc inhib CS 12.3, PMI activator 1 and bIAP activator 0.8.
Screening COc1ccc(NC(=O)Nc2ccc3nsnc3c2)cc1 returned PMI act satM6P 0.8, APP 5'UTR act 102.5, NF-kB expr up 3.98*, TNAP act hi DEA 1, FLuc act counter 0.7, TNAP inh hiacc -3.9, TNAP inh noacc -6.9, FLuc inhib CS 30.2, PMI activator 0.9 and bIAP activator 1.
CCC(=O)Nc1ccc(C(=O)NCCCn2ccnc2)cc1 was read as PMI act satM6P 0.9, APP 5'UTR act -1.9, NF-kB expr up 1.15, TNAP act hi DEA 1, FLuc act counter 1.1, TNAP inh hiacc 0.2, TNAP inh noacc -0.3, FLuc inhib CS -5.1, PMI activator 0.9 and bIAP activator 1.1.
For CCOC(=O)CSC1=Nc2ccccc2C2=NC(CC(=O)NCc3ccc4c(c3)OCO4)C(=O)N12 (stereo not given) the results were PMI act satM6P 0.9, APP 5'UTR act 2.0, NF-kB expr up 1.3, TNAP act hi DEA 1, FLuc act counter 1, TNAP inh hiacc -1.0, TNAP inh noacc 11.7, FLuc inhib CS -2.2, PMI activator 1 and bIAP activator 1.
For COC(=O)c1c(NC(=O)CN2CCN(S(=O)(=O)c3ccccc3[N+](=O)[O-])CC2)sc2c1CCC(C)C2 (stereo not given) the results were PMI act satM6P 0.9, APP 5'UTR act -7.4, NF-kB expr up 1.04, TNAP act hi DEA 1, FLuc act counter 1.1, TNAP inh hiacc 0.6, TNAP inh noacc -14.4, FLuc inhib CS -7.5, PMI activator 0.9 and bIAP activator 0.7.
Screening Cc1c(C(=O)NNc2cc(=O)n(C)c(=O)n2C)cccc1[N+](=O)[O-] returned PMI act satM6P 0.9, APP 5'UTR act -14.4, NF-kB expr up 1.35, TNAP act hi DEA 1.1, FLuc act counter 1.1, TNAP inh hiacc -6.7, TNAP inh noacc -7.9, FLuc inhib CS -7.5, PMI activator 1 and bIAP activator 0.9.
Screening O=C(CN1CCOCC1)Nc1ccc(C2CCCCC2)cc1 returned PMI act satM6P 0.9, APP 5'UTR act 26.3, NF-kB expr up 1.75, TNAP act hi DEA 1, FLuc act counter 1, TNAP inh hiacc -0.2, TNAP inh noacc -1.7, FLuc inhib CS 1.0, PMI activator 0.9 and bIAP activator 1.1.
Screening Cc1nc2ccc(NC(=O)N3CCSCC3)cc2nc1C returned PMI act satM6P 0.9, NF-kB expr up 0.98, TNAP act hi DEA 1, FLuc act counter 1.1, TNAP inh hiacc -0.7, TNAP inh noacc -2.5, FLuc inhib CS -6.9, PMI activator 0.9 and bIAP activator 0.9.
`Cc1cccc(NC(=O)C23CCC(C)(C(=O)O2)C3(C)C)c1` (stereo not given) gave PMI act satM6P 1, APP 5'UTR act 37.1, NF-kB expr up 1.18, TNAP act hi DEA 1.1, FLuc act counter 1.1, TNAP inh hiacc -5.5, TNAP inh noacc -12.8, FLuc inhib CS -7.4, PMI activator 1.1 and bIAP activator 1.
Screening CC1=NN(c2ccccc2)C(=O)/C1=C/c1cccs1 returned PMI act satM6P 0.9, APP 5'UTR act 1.2, NF-kB expr up 1.01, TNAP act hi DEA 1.1, FLuc act counter 0.9, TNAP inh hiacc -6.9, TNAP inh noacc 0.0, FLuc inhib CS 11.6, PMI activator 1 and bIAP activator 1.
For C[C@H]1C=C(C(=O)N2CCOCC2)O[C@@H](OCc2ccc(CO)cc2)C1 the results were PMI act satM6P 1, APP 5'UTR act -11.4, NF-kB expr up 1.15, TNAP act hi DEA 1, FLuc act counter 1, TNAP inh hiacc -3.5, TNAP inh noacc -6.9, FLuc inhib CS 2.2, PMI activator 0.9 and bIAP activator 1.
For CCn1c2ccccc2c2cc(NC(=O)c3cccc(OC)c3)ccc21 the results were PMI act satM6P 0.8, APP 5'UTR act 31.4, NF-kB expr up 1.74, TNAP act hi DEA 1, FLuc act counter 1, TNAP inh hiacc -3.2, TNAP inh noacc -11.1, FLuc inhib CS -4.4, PMI activator 0.8 and bIAP activator 0.9.
Screening CN(C)CCCN(C(=O)c1ccco1)c1nc2c(F)cc(F)cc2s1 returned PMI act satM6P 1.1, APP 5'UTR act -11.9, NF-kB expr up 0.77, TNAP act hi DEA 1, FLuc act counter 1.1, TNAP inh hiacc -0.9, TNAP inh noacc -3.0, FLuc inhib CS -8.7, PMI activator 1.2 and bIAP activator 1.2.
Screening COc1ccc(C2C(C#N)=C(N)Oc3n[nH]c(C)c32)cc1CN1CCN(c2ccc(F)cc2)CC1 (stereo not given) returned PMI act satM6P 1, APP 5'UTR act 8.9, NF-kB expr up 1.64, TNAP act hi DEA 1.1, FLuc act counter 1.1, TNAP inh hiacc -5.3, TNAP inh noacc 2.2, FLuc inhib CS -6.0, PMI activator 1 and bIAP activator 1.
`CCCOC(=O)CCCCCCCCC(O)CN1CCCCC1` (stereo not given) gave PMI act satM6P 1, APP 5'UTR act 7.0, NF-kB expr up 1.2, TNAP act hi DEA 1, FLuc act counter 1, TNAP inh hiacc 1.0, TNAP inh noacc -2.7, FLuc inhib CS 1.1, PMI activator 1.1 and bIAP activator 1.3.
CS(=O)(=O)N1CCN(c2ccnc3cc(Cl)ccc23)CC1 was read as PMI act satM6P 0.9, APP 5'UTR act 13.2, NF-kB expr up 0.98, TNAP act hi DEA 1.1, FLuc act counter 1.1, TNAP inh hiacc -7.0, TNAP inh noacc -10.5, FLuc inhib CS -9.2, PMI activator 1 and bIAP activator 1.
`COCCNC(=O)c1cc(-c2cccnc2)nc2ccc(Br)cc12` gave PMI act satM6P 1.1, APP 5'UTR act 17.0, NF-kB expr up 0.82, TNAP act hi DEA 1.1, FLuc act counter 1.1, TNAP inh hiacc -6.8, TNAP inh noacc -1.7, FLuc inhib CS -6.5, PMI activator 1 and bIAP activator 1.

Looked up by structure from the list above:
Screening CCOC(=O)C1(Cc2cccc(Cl)c2)CCCN(C(=O)C2CC2)C1 (stereo not given) returned PMI act satM6P 0.9, APP 5'UTR act 17.1, NF-kB expr up 1.2, TNAP act hi DEA 1.1, FLuc act counter 1.1, TNAP inh hiacc -7.5, TNAP inh noacc -6.9, FLuc inhib CS -9.3, PMI activator 0.9 and bIAP activator 1.2.
Screening CC1=NN(c2ccccc2)C(=O)/C1=C/c1cccs1 returned PMI act satM6P 0.9, APP 5'UTR act 1.2, NF-kB expr up 1.01, TNAP act hi DEA 1.1, FLuc act counter 0.9, TNAP inh hiacc -6.9, TNAP inh noacc 0.0, FLuc inhib CS 11.6, PMI activator 1 and bIAP activator 1.

Continuation.
O=C1C2CCCN2C(c2ccc(F)c(F)c2)N1c1cccc(Cl)c1 (stereo not given) was read as PMI act satM6P 1.1, APP 5'UTR act 6.6, NF-kB expr up 1.08, TNAP act hi DEA 1.1, FLuc act counter 1.1, TNAP inh hiacc -6.6, TNAP inh noacc 21.1, FLuc inhib CS -6.6, PMI activator 1.1 and bIAP activator 1.
Screening CC(=O)c1sc2nc(CSc3nncn3C)[nH]c(=O)c2c1C returned PMI act satM6P 1.1, APP 5'UTR act 5.5, NF-kB expr up 1.11, TNAP act hi DEA 1, FLuc act counter 1, TNAP inh hiacc 3.5, TNAP inh noacc -3.5, FLuc inhib CS -0.1, PMI activator 1.3 and bIAP activator 1.1.
For CC1CCCCC1NC(=O)CC1Oc2ccccc2NC1=O (stereo not given) the results were PMI act satM6P 0.9, APP 5'UTR act 6.6, NF-kB expr up 0.94, TNAP act hi DEA 1, FLuc act counter 1, TNAP inh hiacc -4.0, TNAP inh noacc -7.7, FLuc inhib CS -4.8, PMI activator 0.9 and bIAP activator 1.
`CC(C)(C)c1ccc(C(=O)N/N=C/c2cccc(Cl)c2)cc1` gave PMI act satM6P 1, NF-kB expr up 2, TNAP act hi DEA 1.1, FLuc act counter 0.9, TNAP inh hiacc -14.1, TNAP inh noacc -0.5, FLuc inhib CS 12.0, PMI activator 1 and bIAP activator 0.6.
Cc1ccc(SCCC(=O)N2CCCC2)cc1 was read as PMI act satM6P 1, APP 5'UTR act 23.4, NF-kB expr up 1.52, TNAP act hi DEA 1, FLuc act counter 1, TNAP inh hiacc -3.7, TNAP inh noacc -8.9, FLuc inhib CS 0.5, PMI activator 1 and bIAP activator 0.9.
Screening CCOc1ccc2nc(SCC(=O)NCc3ccc4c(c3)OCO4)[nH]c2c1 returned PMI act satM6P 0.9, APP 5'UTR act -9.1, NF-kB expr up 1.2, TNAP act hi DEA 1, FLuc act counter 1, TNAP inh hiacc -0.3, TNAP inh noacc -20.7, FLuc inhib CS -3.0, PMI activator 0.9 and bIAP activator 1.1.
For CCCCOC(=O)N/N=C/C=C/c1ccccc1 the results were PMI act satM6P 1, APP 5'UTR act 23.2, NF-kB expr up 1.59, TNAP act hi DEA 1, FLuc act counter 1, TNAP inh hiacc -4.1, TNAP inh noacc -12.0, FLuc inhib CS 1.8, PMI activator 0.9 and bIAP activator 0.9.
For COc1cccc(-c2noc(-c3ccoc3C)n2)c1 the results were PMI act satM6P 0.9, APP 5'UTR act 109.4, NF-kB expr up 2.92, TNAP act hi DEA 1, FLuc act counter 0.6, TNAP inh hiacc -3.9, TNAP inh noacc -12.3, FLuc inhib CS 35.2, PMI activator 0.9 and bIAP activator 1.
